ABHD5 PLIN5 PPI: blocks binding of human ABHD5 to perilipin-5; Split G. princeps luciferase complementation, luminescence, 4 h; AID 602281; 0.78% of 360,000 active; Q00G26+Q8WTS1; inhibition, % at 4 µM;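 active means inhibition above the mean inhibition across every tested compound plus 3 SD, cut at about 22% in these data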;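 further: 0% = DMSO only wells and the 100% control is not disclosed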
MC4R ag barr: human MC4R agonism via beta-arrestin; P32245; U2OS MC4R beta-arrestin complementation, luminescence; percent of melanotan II response, DMSO zero; activation, % at 8.9 µM; 0.98% of 360,000 active; AID 540308;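 active means activation above a per-plate cutoff, the mean activation of sample wells on that plate plus 3 SD, cut at about 8% in these data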
Target sequence (P32245 whole entry, looked up): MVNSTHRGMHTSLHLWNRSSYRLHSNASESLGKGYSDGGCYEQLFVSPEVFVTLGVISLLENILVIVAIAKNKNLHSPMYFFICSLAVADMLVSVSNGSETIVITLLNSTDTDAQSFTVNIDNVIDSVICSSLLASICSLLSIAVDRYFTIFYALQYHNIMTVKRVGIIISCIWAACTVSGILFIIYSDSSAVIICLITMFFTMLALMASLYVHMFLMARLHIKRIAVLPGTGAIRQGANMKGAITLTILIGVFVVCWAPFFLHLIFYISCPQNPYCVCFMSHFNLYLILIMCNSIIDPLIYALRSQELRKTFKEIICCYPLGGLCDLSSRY
CaV13 ICDI inh: Primary screen for inhibitors of IQ motif and Ca2+-dependent inactivation inhibitor domain binding in CACNA1D, Förster resonance energy transfer in living cells, … | inhibition, % at 12.3 µM | AID 743397 | 0.098% of 340,000 active | HEK cells, CFP/YFP FRET ICDI-IQ, plate reader, 10 min; percent FRET-ratio fall versus neutral wells;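 active means mean replicate inhibition of at least 30% and at least 1% of replicates passing that level; inconclusive means only one of the two criteria is met; inactive means neither criterion is met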;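 further: 0% = median of the neutral control wells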
m5-HT2A agonist: agonists of mouse serotonin 5-HT2A receptor (HTR2A); P35363; CHO-K1 mHTR2A beta-arrestin complementation, luminescence; percent of 30 µM serotonin response; activation, % at 7.6 µM; 0.66% of 360,000 active; AID 624169;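 active means activation above a run cutoff, the mean activation of all tested compounds plus 3 SD, cut at about 14% in these data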;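 further: 0% = plate median of compound wells and 100% = 30 µM serotonin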
ABCB6 inh 2: human ABCB6 transporter inhibition. 0.19% of 360,000 active. K562-ABCB6 porphyrin accumulation, flow cytometry, 1 h; active compounds read low. AID 602162. fluorescence ratio to DMSO, % at 10 µM;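 active means fluorescence ratio to DMSO below 75%, the collection mean minus 3 SD; inconclusive means too few cells collected in the well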;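 further: signal is porphyrin accumulated inside mitochondria; 100% equals median channel fluorescence of DMSO control wells; lower ratio means ABCB6 inhibition with less porphyrin fluorescence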
Cardio protect: modulators protecting cardiomyocytes from myocardial damage; H9c2 cardiomyocytes, H2O2 injury protection, ATPLite, 2 h; protection from H2O2 cell death, % at 20 µM; 0.63% of 360,000 active; AID 588492;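 active means compounds giving at least 50% protection of heart cells from peroxide-induced death in the single-dose screen, raw or plate-pattern-corrected value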;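 further: 0% = DMSO wells with peroxide and 100% = DMSO wells without peroxide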
PDI inh: PDI (human) enzyme inhibition; P07237; PDI insulin aggregation turbidity, A650, 90 min; inhibition, % at 10 µM; 0.052% of 350,000 active;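 active means mean inhibition across replicates of 30% or more, whatever share of single replicates reach that level; inconclusive means mean inhibition below 30% while every single replicate reaches 30%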;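 further: absorbance from insulin aggregation driven by PDI reduction with DTT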
Target sequence (P07237 whole entry, looked up): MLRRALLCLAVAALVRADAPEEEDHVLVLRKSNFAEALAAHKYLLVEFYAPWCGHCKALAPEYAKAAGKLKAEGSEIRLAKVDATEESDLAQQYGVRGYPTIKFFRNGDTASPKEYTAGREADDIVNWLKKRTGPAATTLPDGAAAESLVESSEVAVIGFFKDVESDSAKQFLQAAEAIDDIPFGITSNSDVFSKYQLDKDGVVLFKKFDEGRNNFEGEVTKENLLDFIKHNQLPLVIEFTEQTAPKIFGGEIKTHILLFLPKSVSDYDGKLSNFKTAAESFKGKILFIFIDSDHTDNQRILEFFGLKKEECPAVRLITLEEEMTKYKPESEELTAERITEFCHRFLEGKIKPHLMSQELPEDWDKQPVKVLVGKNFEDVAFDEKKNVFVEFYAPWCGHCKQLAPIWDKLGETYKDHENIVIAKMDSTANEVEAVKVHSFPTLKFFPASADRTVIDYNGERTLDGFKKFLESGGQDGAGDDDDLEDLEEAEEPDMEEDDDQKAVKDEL
Glyco luc inh: blocks N-linked glycosylation in D54 reporter cells; D54 ERlucT glycosylation luciferase reporter, 24 h; percent of 100 nM tunicamycin response; reporter increase, % at 12.5 µM; 0.23% of 360,000 active;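 active means mean luciferase reporter signal, scaled so untreated is 0 and the glycosylation-blocking control 100, at or above a set limit in every replicate; inconclusive means mean reaches the limit but not every replicate does; inactive means mean below the limit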;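 further: luciferase carries N-glycosylation sites so blocking glycosylation raises the light; 0% = median of neutral control wells and 100% = median of 100 nM tunicamycin wells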
Exocytosis inh: blocks lytic granule exocytosis; inhibition, % at 10 µM; 0.66% of 360,000 active; TALL-104 LAMP-1 surface exposure, flow cytometry; cells stimulated with thapsigargin and PMA; AID 651702;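 active means inhibition above about 55%, limit read from the data; inconclusive means no clear call, values can overlap the other calls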
MC4R antagonist: antagonists of human melanocortin 4 receptor (MC4R); MC4R-expressing cells, MTII-stimulated cAMP, LANCE TR-FRET; 0.48% of 360,000 active; P32245; inhibition, % at 6.5 µM;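 active means inhibition above its plate's cutoff, the mean of tested wells on that plate plus 3 SD, cut at about 29% in these data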;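 further: 0% = Melanotan II alone and 100% = Melanotan II plus saturating MCL0020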
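Assay system: U2OS cells stably expressing human melanocortin 4 receptor (MC4R) / Dosing: 6.5 µM / Timing: compound 30 min, challenge 1 h, detection 1 h / Measured by: Eu-cAMP/anti-cAMP TR-FRET, emission 671 nm / Replicates: singlicate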
Starred values were filed as active, the others as inactive; ? = inconclusive; / = not tested or not shown.

SMILES	ABHD5 PLIN5 PPI	MC4R ag barr	CaV13 ICDI inh	m5-HT2A agonist	ABCB6 inh 2	Cardio protect	PDI inh	Glyco luc inh	Exocytosis inh	MC4R antagonist
O=C(Nc1ccc(N2CCOCC2)cc1)c1ccccc1SCC(=O)N1CCCC1	-3	-0.1	-2	0	102	6	-2	0	-3	2
OC1(c2cccnc2)CCN(Cc2nnnn2C2CCCCC2)CC1	-1	-0.8	-5	0	94	-5	11	-1	6	4
COc1cccc(-c2nnc(SCC(=O)OC(C)C)n2Cc2ccco2)c1	-2	0.6	-1	-3	105	3	-4	2	-2	4
CSc1nnc(N2C(=O)C(O)=C(C(=O)c3ccco3)C2c2ccccc2F)s1 (centres undefined)	-1	-2.1	-16	2	104	5	-7	0	-2	2
CCCC[n+]1ccn(-c2nc3ccccc3nc2[N-]S(=O)(=O)c2cccs2)c1	6	1.3	10	3	90	-16	2	1	4	7
COc1cc(-c2cc(N3C(=O)Nc4ccccc4N3O)n[nH]2)cc(OC)c1OC	5	3.1	-4	4	102	-4	-1	2	-2	-5
COc1ccc(N(CC(=O)N2CCN(c3cccc(C)c3)C(C)C2)S(=O)(=O)c2c(C)n[nH]c2C)cc1 (centres undefined)	-1	-2.9	-6	3	89	3	4	-4	-2	9
C#CCNC(=O)C[C@@H]1C[C@@]2(C(=O)OCC)CCCC=C2N(Cc2ccccc2)C1=O	2	/	-16	0	/	/	/	/	7	/
C/C(=C/c1oc2ccc(O)cc2c1[N+](=O)[O-])N(C)C	4	-4.2	-4	3	96	13	11	0	-1	-35
O=C(O)c1ccc2c3c(cccc13)C(=O)N(OS(=O)(=O)c1ccccc1)C2=O	8	-3.0	7	-1	90	10	-2	10	-1	4
O=C(CSc1nc2ccccc2[nH]1)Nc1cc(C(F)(F)F)ccc1N1CCOCC1	1	-1.8	-5	0	97	-3	-7	3	62*	4
Cn1c(CC(=O)Nc2ccccc2Cl)nnc1SCC(=O)NC1CCCCC1	-3	-0.4	-7	0	89	-3	15	0	-20	-4
COC(=O)[C@@]12CCCN1[C@H](c1ccc(-c3ccccc3)c(OC)c1)[C@H]1C(=O)N(C)C(=O)[C@H]12	5	-1.6	-9	-1	98	0	-4	2	-6	4
CCOc1ccccc1C1CC(=O)Nc2cc(OC)c(OC)cc21 (centres undefined)	0	-1.9	-3	-2	96	-3	-7	1	-10	16
Cc1cccc(OCC(=O)N/N=C\c2cc3c(cc2[N+](=O)[O-])OCO3)c1C	1	0.9	/	1	90	-2	0	1	3	5
CCc1ccc(NC(=O)COC(=O)/C(=C/c2ccccc2OC)c2ccccc2)cc1	1	-2.1	-4	-1	94	-8	-1	-1	2	5
CCCC(=O)c1cc2c(cc1NC(=O)c1cccs1)OCCO2	3	-0.2	-4	0	100	-19	-10	-1	-2	4
Cc1c(NC(=O)C(C)Sc2ccccc2)c(=O)n(-c2ccccc2)n1C (centres undefined)	1	-1.7	/	0	101	11	19	0	2	4
NC(=S)Nc1ccc2cc[nH]c2c1	2	-2.5	-5	1	100	-3	-1	3	1	8
COc1ccc(-c2nc3ccccn3c2/N=C/c2ccc(OC)c(OC)c2)cc1O	-4	0.3	-14	6	105	11	5	2	-1	-14
Cc1cccc(NC(=O)CCn2ccnc2C)c1	2	0.0	/	-6	99	5	-1	4	-3	3
CC(=O)N/C(=N\OCc1ccc(Br)cc1)c1nonc1NC(C)=O	10	3.2	-10	1	101	6	10	1	-2	-4
CCSc1nnc(-c2ccc(S(=O)(=O)N3CCOCC3)cc2)n1C	8	0.9	-7	2	96	2	3	-1	4	3
COc1cccc(CN(C)Cc2nc(C3CC3)no2)c1	9	0.1	-4	-7	93	14	6	1	-6	2
COc1cc2c(cc1OC)CC(=O)NC=C2	-2	-1.2	-4	2	98	12	-4	2	-1	2
CN(CC(=O)N1CCN(c2ncccn2)CC1)S(=O)(=O)c1ccc(Cl)cc1	-6	-1.0	-6	5	99	1	3	2	-3	9
Cc1ccn(-c2cccc(-n3ccc(C)n3)n2)n1	-2	-0.8	-1	-1	104	-11	1	-3	4	2
COc1ccccc1-n1c(SCC(=O)O)nc2c(sc(=S)n2-c2ccccc2C)c1=O	2	-0.2	-4	0	96	-2	2	0	-1	-1
CC(=O)Nc1ccccc1P(=O)(c1ccccc1)c1ccccc1OC(C)=O (centres undefined)	0	-0.7	-1	5	102	2	0	1	0	2
O=C(CN(c1ccccn1)S(=O)(=O)c1ccc(F)cc1)Nc1ccccc1	-1	-3.7	-8	1	100	-3	12	1	?	1
COc1ccc(CNC(=O)CN(c2cc(C)cc(C)c2)S(=O)(=O)c2c(C)[nH]c(=O)[nH]c2=O)cc1	6	1.0	-2	3	104	1	-4	0	-3	18
CCc1ccc(/C=C(\C)C(=O)c2c(C)cc(C)[nH]c2=O)cc1	-1	-1.4	-7	-2	102	-1	-7	0	-4	13
NS(=O)(=O)c1cccc(NC(=O)c2cccc(-c3ccc(O)cc3)c2)c1	-4	-3.0	-6	-8	91	-9	-25	2	38	6
Cc1ccc(C)c(COC(=O)CCN=C2NS(=O)(=O)c3ccccc32)c1	-2	-3.5	-2	-5	97	-4	0	1	3	8
O=C(Nc1ccccc1F)NC1CCCCCCC1	-4	-2.8	-6	-2	100	-5	14	-1	-1	7
Clc1ccc(/C=N/NC2=Nc3cccc4cccc2c34)cc1	3	16*	-6	15*	115	-19	-6	0	-1	-6
O=C(C1CCN(C2CCN(Cc3ccsc3)CC2)CC1)N1CCOCC1	-3	-1.1	-6	1	97	0	6	1	2	17
CCc1c(C)nc2ncnn2c1Nc1ccc(C#N)c(Cl)c1	13	1.5	-11	2	101	6	-2	-1	8	16
CCCNC(=O)C1(C)CCCN(Cc2cccc(C(F)(F)F)c2)C1 (centres undefined)	3	0.1	-17	4	99	8	4	-4	4	-6
Cc1cccc(/N=C/c2c(O)n(Cc3ccc4c(c3)OCO4)c(=O)c3ccccc23)n1	-4	-2.0	-3	-4	96	6	-8	1	4	4

The last 2 compounds of the part above are carried over, then new ones follow.
SMILES	ABHD5 PLIN5 PPI	MC4R ag barr	CaV13 ICDI inh	m5-HT2A agonist	ABCB6 inh 2	Cardio protect	PDI inh	Glyco luc inh	Exocytosis inh	MC4R antagonist
CCCNC(=O)C1(C)CCCN(Cc2cccc(C(F)(F)F)c2)C1 (centres undefined)	3	0.1	-17	4	99	8	4	-4	4	-6
Cc1cccc(/N=C/c2c(O)n(Cc3ccc4c(c3)OCO4)c(=O)c3ccccc23)n1	-4	-2.0	-3	-4	96	6	-8	1	4	4
CC(Nc1nc(-c2ccncc2)nc2ccccc12)c1ccccc1 (centres undefined)	-3	-1.9	-20	-1	100	-6	-4	9	31	7
Cn1c(CN2CCN(C(=O)c3ccco3)CC2)nc2cc([N+](=O)[O-])ccc21	5	1.0	/	-5	96	2	18	-2	-1	10
COCCN1CCN(Cc2cn(C)nc2-c2cccc(Cl)c2)CC1	0	-1.3	-5	-2	101	4	-1	0	-3	2
CS(=O)(=O)n1nc(NCc2cccs2)nc1NCc1cccs1	-5	-0.1	-6	-4	103	1	7	-1	2	10
O=C(Nc1cccc(Cl)c1)N(CCN1CCOCC1)Cc1cccc(Cl)c1	0	0.2	-9	3	100	-12	-4	-2	-3	6
Cc1noc(C)c1C(=O)Nc1nc2ccc(F)cc2s1	0	-2.2	-4	2	103	-8	6	-5	-1	6
CC1CCN(C(=O)Cn2c(=O)c3cccn3c3ccccc32)CC1	-3	-2.5	-13	-4	101	7	-1	0	22	16
COc1ccccc1NC(=O)c1sc2ncn(Cc3cccc4ccccc34)c(=O)c2c1C	-4	-1.1	-4	-3	98	-3	3	-1	-2	2
CC(C)(C)c1ccc(-c2noc(CCC(N)=O)n2)cc1	-3	-2.1	-4	0	92	-9	6	-8	-1	2
CCOC(=O)c1c(C)[nH]c(N=Nc2cc(C(=O)O)cc(C(=O)O)c2)c1C	-2	-2.1	-5	-4	99	1	4	0	2	-3
CC(C)Sc1nc2ccc(Br)cc2[nH]1	1	1.6	-6	-1	99	0	-1	0	-2	17
NNC(=S)Nc1ccc(C(F)(F)F)cc1Cl	-4	-1.2	-22	-2	90	5	-1	-1	-2	9
O=C(Cc1cccs1)N1CCN(c2nc(-c3ccc(Cl)cc3)cs2)CC1	-4	-1.8	-9	1	100	-16	-4	0	11	5
CCN1CCN(C(=O)NC(c2ccc(C)c(F)c2)C(Cl)Cl)CC1 (centres undefined)	-1	-1.2	7	-1	110	-1	-8	4	0	-2
C=CCN(CC=C)C(=O)Nc1cc(Cl)ccc1OC	0	-1.2	-8	-1	97	4	-4	1	-2	5
Cc1ccc(S(=O)(=O)N2CCCc3ccccc32)cc1	9	-1.8	-17	-1	96	-7	10	8	-3	9
O=C(/C=C/Nc1ccc([N+](=O)[O-])cc1)c1ccc(Br)cc1	2	-0.8	-29	1	96	-1	6	-4	-2	-2
C(=N\Nc1nc(N2CCCC2)nc(N2CCCC2)n1)/c1ccccc1OCc1ccccc1	3	0.2	-5	4	101	-10	2	-1	-1	14
CCOC(=O)c1sc2nc(-c3ccco3)c3c(c2c1N)CC(C)(C)OC3	30*	-3.2	-8	1	108	11	12	2	27	0
CC(Cc1ccsc1)NC(=O)CCc1nnc(COc2ccccc2)o1 (centres undefined)	4	-2.1	1	-4	94	4	-3	0	-6	-5
O=C(CSc1nnc(CNC(=O)c2ccccc2)o1)NCc1ccco1	1	-3.0	-9	-1	91	-1	7	2	-2	10
Cc1ccc(NC(=O)Cn2ncn3c(cc4ccccc43)c2=O)cc1F	-5	-1.9	-2	1	103	-4	10	-4	106*	6
COc1cc(Cl)c(NS(=O)(=O)c2ccc(-c3ccc(=O)[nH]n3)o2)c(OC)c1	3	-2.1	-7	4	98	-4	3	0	2	2
CCn1c2ccccc2c2cc(NC(=O)c3ccccc3-c3ccccc3C(=O)O)ccc21	-2	-2.2	-21	1	98	-4	-8	2	-18	9
CC1CCN(C(=O)c2ccc(COc3ccccc3Cl)o2)CC1	-5	4.0	-5	-6	97	-10	-13	1	-4	16
COc1ccc(NC(=O)N(C)[C@H]2C[C@H]3c4[nH]c5ccc(-c6ccc(OC)cc6)cc5c4CCN3C(=O)[C@H]2[C@H](C)O)cc1	10	-1.5	-9	-10	98	29	-2	-6	35	21
NC(=O)NC(=O)COC(=O)c1ccc(OC(F)F)cc1	0	-0.9	0	1	95	-3	-2	0	5	15
CCOC(=O)[C@H]1[C@H]2COc3ccc(Cl)cc3[C@@H]2N2C(=O)c3cc(Cl)ccc3NC(=O)[C@@]12C	11	-0.1	-10	-3	94	34	-2	-3	11	15
CC1C=CC(C)C(C(=O)O)C1C(=O)O (centres undefined)	2	0.3	-3	4	105	7	-6	0	-4	-4
Cc1nc(COC(=O)c2c(C)nn(-c3ccccc3)c2C)cs1	-1	-2.3	-4	-2	86	-14	1	1	-1	-5
COc1ccc(Oc2cc(C(F)(F)F)cnc2C(N)=O)cc1	3	-1.3	/	-2	106	-2	-2	-1	1	0
